High-throughput results as filed in PubChem BioAssay.
H37Rv inhibition: M. tuberculosis growth inhibition, HTS (AID 449762); actives 0.59% (n = 330,000); M. tuberculosis H37Rv growth inhibition, 7H9 media; higher % means a stronger effect; inhibition, % at 25 µM; hits with a dose series show IC50 in µM; in the data active = a potency from the dose series; inconclusive = inhibition above about 70% without an active follow-up result;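 also: bacterial growth assessed after seven days of incubation; strong numbers were not always called active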
VEEV TC-83 Vero: inhibitors of VEEV TC-83 cytopathic effect, confirmation, Vero cells (AID 588727) | Vero cells, VEEV TC-83 cytopathic effect inhibition; higher % means a stronger effect | inhibition, % at 20 µM, or IC50 in µM where a hit was titrated | actives 0.13% (n = 350,000); in the data active = a potency from the dose series; inconclusive = inhibition mostly from about 14% at the one dose, without a potency; inactive = the rest, 99 in 100 with inhibition below about 12%; also: strong numbers were not always called active
tuberculosis growth: growth inhibition of non-replicating M. tuberculosis (AID 488890) | Mycobacterium tuberculosis non-replicating, growth inhibition; higher % means a stronger effect | actives 0.39% (n = 320,000) | one-dose inhibition, % at 25 µM; IC50 in µM for titrated hits; in the data active = a potency from the dose series; inconclusive = inhibition mostly from about 82% at the one dose, without a potency; inactive = the rest, 99 in 100 with inhibition below about 76%;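 also: plate controls were DMSO cells for no effect and high antibiotic wells for full effect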
Salmonella PhoP GFP: PhoP regulon inhibitors, Salmonella typhi PhoP promoter GFP reporter, confirmatory (AID 1850); Salmonella Typhi PhoP-promoter GFP reporter, fluorescence, 4 h; higher % means a stronger effect; inhibition, % at 50 µM; hits with a dose series show IC50 in µM; actives 0.33% (n = 310,000); in the data active = a potency from the dose series; inconclusive = inhibition mostly from about 25% at the one dose, without a potency; inactive = the rest, 99 in 100 with inhibition below about 19%;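 also: 0% = induced wells with vehicle and 100% = uninduced wells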
H1N1 NS1A inhibition: H1N1 influenza NS1A inhibitors, functional cell based assay (AID 504329); NS1A functional cell-based assay, percent inhibition; higher % means a stronger effect; inhibition, % at 12.5 µM; hits with a dose series show IC50 in µM; actives 0.3% (n = 340,000); in the data active = a potency from the dose series; inconclusive = inhibition above about 27% without an active follow-up result; also: strong numbers were not always called active
VEEV TC-83 Vero 10K pilot screen: also measured in VEEV TC-83 Vero; calls as there; inhibition, %; measured here: 10K pilot screen inhibition
* = called active by the depositor; i = inactive; ? = inconclusive; nt = no result given.

SMILES | H37Rv inhibition | VEEV TC-83 Vero | tuberculosis growth | Salmonella PhoP GFP | H1N1 NS1A inhibition | others
CCOC(=O)c1c(C)n(C)c2c1cc(OC(C)=O)c1ccccc12 | 5% | 0.0% | -4% | -4% | -9%
CC(=O)Nc1ccc(S(=O)(=O)NCc2nc(-c3ccccc3)no2)cc1 | -6% | 0.7% | -17% | -5% | -13%
Cc1cccc(C(C)(C)C)c1OCCN1CCCC1 | -3% | 0.3% | -10% | -2% | 5%
C=CCn1c(NC(=O)c2ccc(Br)o2)c(S(=O)(=O)c2ccccc2)c2nc3ccccc3nc21 | 4% | 1.1% | 32% | 21% | -5%
O=C(Nc1ccc2c(c1)OCO2)Oc1ccccc1 | 11% | 1.8% | 45% | 2% | 0%
CC/C(=N\N1CCN(C)CC1)c1c(O)[nH]c(=O)[nH]c1=O | -4% | 0.5% | -28% | -2% | 4%
COc1ccc(C(C)=O)cc1COC(=O)CNC(=O)c1ccc(F)cc1 | -1% | 1.4% | -11% | -2% | -5%
O=C(C(Cc1ccccc1)NS(=O)(=O)c1cccc2cccnc12)N1CCc2ccccc21 (stereo unspecified) | -5% | 6.2% | nt | -10% | 1%
COC(=O)[C@H](Cc1ccccc1)[C@@H](C)OS(N)(=O)=O | 3% | i | -1% | -1% | -9%
COc1ccc(C2CC(=O)Oc3c2c(=O)n(C)c2ccccc32)c(OC)c1OC (stereo unspecified) | -6% | 0.2% | -3% | -4% | -12%
Cc1nc2ccc(NC(=O)C3=NN(C)C(=O)CC3)cc2s1 | -3% | 0.6% | 4% | nt | -5%
CCOC(=O)CNC(=O)c1ccc(OCC(F)(F)F)cc1 | -8% | 1.8% | -2% | -5% | -4%
CC1CC(C)(C)OC(C[N+]2(C)CCCCC2)O1 (stereo unspecified) | -1% | 1.9% | 5% | -3% | -2%
CC(=O)OC(COc1ccccc1)Cn1cnc2cc(C)c(C)cc21 (stereo unspecified) | 1% | 1.6% | 4% | -1% | 4%
CCOc1ccc(OCC)c(NC(=O)CN2CCN(c3cccc(C)c3)C(C)C2)c1 (stereo unspecified) | -6% | i | 11% | 7% | 13%
O=C(CN1C(=O)NC(c2ccccc2)(c2ccccc2)C1=O)N1CCN(c2ccccc2F)CC1 | -4% | 6.8% | 44% | nt | -11%
Cc1cc(NC(=O)CCC(=O)N2CCC3(CC2)OCCO3)no1 | 5% | 4.3% | -1% | -2% | -3%
COc1ccccc1NC(NC(=O)c1ccccn1)C(Cl)(Cl)Cl (stereo unspecified) | -1% | 1.2% | -20% | -3% | -4%
COc1ccc(NC(=S)/N=C(\N)Nc2nc(C)c3ccc(C)cc3n2)cc1 | ? | 9.3% | 27% | 5% | 14%
COc1ccc(C2=NS(=O)(=O)N(C)C(C(=O)NCc3cccs3)=C2)cc1OC | -1% | 1.4% | 7% | -1% | 9%
CCC(=O)N(Cc1cc2ccccc2[nH]c1=O)C(C)C | -6% | 0.3% | -10% | 6% | -15%
CC1(C)CC(CCNS(=O)(=O)c2ccccc2)(c2ccccc2)CCO1 (stereo unspecified) | -4% | 4.2% | -11% | -1% | 6%
COc1cc(OC)cc(N(C(=O)c2ccco2)C(C(=O)NC2CCCC2)c2ccc(N(C)C)cc2)c1 (stereo unspecified) | 7% | 0.8% | 42% | -3% | -4%
O=C(C[n+]1ccccc1)N1CCCc2ccccc21 | -1% | 1.5% | -6% | -1% | -10%
S=C(Nc1ccc(Cl)c(Cl)c1)NC1CCN(Cc2ccccc2)CC1 | ? | i | ? | 34µM* | 9%
New compounds follow
SMILES | H37Rv inhibition | VEEV TC-83 Vero | tuberculosis growth | Salmonella PhoP GFP | H1N1 NS1A inhibition | others
CC(C)NC(=O)c1cnc(N2CCN(c3ccccn3)CC2)c2ccccc12 | -5% | 9.6% | nt | 0% | 8%
O=C(NCCOc1ccccc1)c1cccc2c1C(=O)c1ccc(Cl)cc1S2(=O)=O | 1% | 4.5% | -1% | nt | 11%
CCCCOc1ccc(-c2nc(SCC(N)=O)n[nH]2)cc1 | 49% | 3.3% | ? | 4% | -5%
COC(=O)[C@H](Cc1ccccc1)NC(=O)Nc1ccc(S(N)(=O)=O)cc1 | -3% | 0.5% | -18% | -8% | -6%
CCC(=O)N1CCc2cc(S(=O)(=O)N3CCN(c4cc(Cl)ccc4C)CC3)ccc21 | 5% | 2.3% | -6% | 5% | -6%
Cc1nnc(SCC(=O)Nc2ccccc2N2CCOCC2)s1 | 0% | i | 0% | -12% | -2%
Cc1[nH]c2ccccc2c1/C=N/NC(=S)NCc1ccccc1 | 1% | 4.0% | -12% | -32% | -9%
Nc1cccc2c1C(=O)N(C(=O)c1ccc(S(=O)(=O)N3CCCCCC3)cc1)C2=O | 1% | 0.2% | 0% | 3% | 2%
Cc1ccc(NC(=S)NC(=O)C2CCCC2)cc1C | 67% | 5.8% | ? | -6% | -1%
COc1ccc(CNS(=O)(=O)c2ccc(-n3cnnn3)c(C)c2)cc1 | 10% | i | 4% | 6% | 5%
CSc1ccc(/C=C/C(=O)OCC(=O)N2CCCCCC2)cc1 | 8% | 3.2% | 68% | nt | -10%
O=C(Oc1ccc(C(=S)N2CCOCC2)cc1)c1ccccc1F | 19% | 6.1% | 75% | 8% | 20%
O=C(CSc1ncccn1)NNC(=O)c1ccccc1 | -4% | 1.4% | -6% | 0% | 16%
CCOC(=O)c1ccc(Nc2c(OCC)c(=O)c2=O)cc1 | 9% | i | 46% | 2% | -5%
Cc1ccc(-c2nn3c(C)nnc3s2)cc1NC(=O)c1ccco1 | 4% | 1.0% | 5% | 0% | 1%
Cc1ccc(-n2c(Cc3ccccc3)n[nH]c2=S)cc1 | -6% | 0.4% | -11% | 1% | -14% | VEEV TC-83 Vero 10K pilot screen=1.3
Cc1cc(C)c(NC(=O)c2c[nH]c(=S)n2-c2ccc(F)cc2)c(C)c1 | -8% | 0.6% | 7% | -1% | -4%
CCn1cc(C(=O)N2CCN(c3ccccc3F)CC2)c(=O)c2ccc(C)nc21 | -3% | 2.5% | nt | -6% | 7%
O=C(Nc1cccc(S(=O)(=O)c2cccc(NC(=O)C3CC3)c2)c1)C1CC1 | 6% | 0.4% | -7% | 2% | -4%
Cc1ccc(-n2c(=O)cc(N3CCN(Cc4ccccc4)CC3)[nH]c2=O)cc1 | -1% | 3.9% | nt | nt | -2%
Cc1oc2c(O)c(O)ccc2c(=O)c1-c1ccccc1 | -2% | 0.6% | nt | 41% | -14%
CCOC(=O)c1c(C)[nH]c(C(=O)COC(=O)C2=NNC(=O)CC2)c1C | 0% | 2.7% | -12% | 14% | -21%
O=C(c1ccco1)N1CCN(c2cc(C(F)(F)F)nc3ncnn23)CC1 | -2% | 0.6% | 4% | 3% | -2%
O=C(O)C(O)Cc1c[nH]c2ccccc12 (stereo unspecified) | 5% | 0.4% | -10% | 7% | -10%
CC1(C)Cc2[nH]c3ccccc3c2C(C)(C)N1 | -5% | 0.1% | -3% | 4% | -10%
Next part:
SMILES | H37Rv inhibition | VEEV TC-83 Vero | tuberculosis growth | Salmonella PhoP GFP | H1N1 NS1A inhibition | others
COc1ccccc1CNC(=O)CCNC(=O)C1CCN(S(=O)(=O)c2ccccc2)CC1 | 1% | 0.7% | 6% | 3% | 6%
COc1cccc(SCc2noc(C(=O)NCC3CC3)c2C(=O)NCC2CC2)c1 | 1% | 9.3% | -7% | -9% | -9%
CCOc1ccc(C(=O)NCc2ccco2)cc1Cl | 1% | i | 58% | -3% | -3%
CCCc1nc2c(s1)CCc1onc(-c3cccc([N+](=O)[O-])c3)c1-2 | -4% | 0.1% | 8% | 3% | 5%
Cc1ccc(N(CC(=O)NCc2ccco2)C(=O)CNS(=O)(=O)c2ccccc2)c(C)c1 | -2% | i | 24% | 0% | -8%
CCOc1nc(NCCc2ccc(OC)c(OC)c2)nc(N2CCN(c3ccc(OC)cc3)CC2)n1 | -6% | i | -7% | -3% | 6%
Cc1ccc(C(=O)NCC(=O)OCC(=O)Nc2ccc(Cl)cn2)cc1 | -7% | 2.5% | 2% | nt | -4%
COCCCNC1CS(=O)(=O)CC1O (stereo unspecified) | -3% | 0.2% | -3% | 5% | -16%
C=CCNC(=O)c1cc(-c2ccccc2O)on1 | -7% | 0.1% | 11% | -4% | -1%
Cc1cccc(N(CC(N)=O)S(C)(=O)=O)c1C | 2% | 0.6% | 3% | -3% | -5%
c1cc(CNc2ccc3c(c2)OCCO3)ccn1 | -6% | 1.7% | -1% | -13% | -3%
Cc1ccc(NC(=O)Nc2cccnc2)cc1Cl | -8% | 2.9% | 2% | ? | -5%
CC1C[N+](=C2C=C(N3CCOCC3)CC(C)(C)C2)CC(C)O1 (stereo unspecified) | -1% | 0.3% | 8% | 17% | 1%
Cc1nc(NC(=O)c2ccncc2)sc1C(=O)N(C)C | -5% | i | -10% | -12% | 0%
Cc1onc(-c2ccccc2)c1C(=O)N[C@@H]1C(=O)N2C1SC(C)(C)[C@@H]2C(=O)O (stereo partly specified) | nt | 1.4% | nt | nt | -9%
Cc1ccc(C)c(S(=O)(=O)NC(C)C(=O)Nc2ccc(-c3nc4ccccc4s3)cc2)c1 (stereo unspecified) | 12% | 2.1% | -17% | -3% | 6%
COCc1nc(-c2ccc(-c3ccccc3)nc2OC)no1 | 1% | 3.8% | 15% | 1% | 3%
COc1ccc(C(=O)c2coc3c2C(=O)C(=O)c2ccccc2-3)cc1 | 21% | 42% | 64% | 6% | 5%
CCCOc1ccc(C(=O)NCCC(=O)NCCCC(=O)O)cc1 | -8% | 0.5% | 0% | 1% | 13%
CC(=O)Nc1ccc(NC(=O)CSc2nccn2Cc2ccco2)cc1 | -17% | 0.5% | -5% | -8% | -4%
COc1ccc(CN(C)S(=O)(=O)c2nnc(NC(=O)c3cccc(F)c3)s2)cc1 | -1% | 1.4% | 6% | 0% | -5%
COc1ccc(N2C(=O)CC(N3CCCC4CCCCC43)C2=O)cc1 (stereo unspecified) | -11% | 1.8% | -1% | 7% | 12%
O=C(CCn1nnc2ccccc2c1=O)N[C@@H](Cc1ccccc1)C(=O)O | -7% | 1.9% | 6% | -14% | -2%
CCCCn1c(N)c(N(Cc2ccccc2OC)C(=O)C(C)Oc2ccc(F)cc2)c(=O)[nH]c1=O (stereo unspecified) | -4% | 8.3% | -6% | 5% | 0%
CN(C)Cc1ccccc1Sc1ccc(O)cc1O | -1% | 0.0% | -3% | -2% | 11%
CC12CC[C@H]3[C@@H](CCC4(O)C[C@H](O)CCC34/C=N/NC(=O)c3ccccc3[N+](=O)[O-])C1(O)CCC2C1=CC(=O)OC1 (stereo partly specified) | 0% | ? | -2% | 9% | -26%
CCOC(=O)c1cnc2c(OC)cccc2c1Oc1ccccc1 | 6% | 0.6% | 29% | 4% | -5%
CC(C)c1ccc(NC(=S)N2CCN(S(=O)(=O)c3ccccc3)CC2)cc1 | -4% | 9.2% | 21% | -7% | -10%
S=C1NC2=C(CCC/C2=C\c2ccccc2)C(c2ccccc2)N1 (stereo unspecified) | -2% | 0.6% | 35% | 2% | 6%

Eleven neighbouring compounds already listed, quoted:
SMILES | H37Rv inhibition | VEEV TC-83 Vero | tuberculosis growth | Salmonella PhoP GFP | H1N1 NS1A inhibition | others
CCOC(=O)c1c(C)n(C)c2c1cc(OC(C)=O)c1ccccc12 | 5% | 0.0% | -4% | -4% | -9%
CC(=O)Nc1ccc(S(=O)(=O)NCc2nc(-c3ccccc3)no2)cc1 | -6% | 0.7% | -17% | -5% | -13%
Cc1cccc(C(C)(C)C)c1OCCN1CCCC1 | -3% | 0.3% | -10% | -2% | 5%
C=CCn1c(NC(=O)c2ccc(Br)o2)c(S(=O)(=O)c2ccccc2)c2nc3ccccc3nc21 | 4% | 1.1% | 32% | 21% | -5%
O=C(Nc1ccc2c(c1)OCO2)Oc1ccccc1 | 11% | 1.8% | 45% | 2% | 0%
CC/C(=N\N1CCN(C)CC1)c1c(O)[nH]c(=O)[nH]c1=O | -4% | 0.5% | -28% | -2% | 4%
COc1ccc(C(C)=O)cc1COC(=O)CNC(=O)c1ccc(F)cc1 | -1% | 1.4% | -11% | -2% | -5%
O=C(C(Cc1ccccc1)NS(=O)(=O)c1cccc2cccnc12)N1CCc2ccccc21 (stereo unspecified) | -5% | 6.2% | nt | -10% | 1%
COC(=O)[C@H](Cc1ccccc1)[C@@H](C)OS(N)(=O)=O | 3% | i | -1% | -1% | -9%
COc1ccc(C2CC(=O)Oc3c2c(=O)n(C)c2ccccc32)c(OC)c1OC (stereo unspecified) | -6% | 0.2% | -3% | -4% | -12%
Cc1nc2ccc(NC(=O)C3=NN(C)C(=O)CC3)cc2s1 | -3% | 0.6% | 4% | nt | -5%
